GAA glycogen: GAA glycogen-cleavage inhibition or activation; P10253; recombinant GAA, glycogen substrate, Amplex Red glucose oxidase fluorescence; Potency, µM (doses to about 76.4 µM), for the others: at the highest dose activity change, negative = inhibition, actives largely listed as inhibitors; 300,000 compounds, 0.38% hits; active means well fitted inhibition curve with a large enough effect; inconclusive means small, poorly fitted or top-dose-only effect, or another doubt; inactive means no such curve, though single readings can be large or run the other way;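 further: 0% = full enzyme reaction and -100% = no-enzyme basal signal; the screen sought inhibitors and activators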
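Recombinant human enzyme (4 nM); glycogen substrate; 37 C, 40 min, pH 5.0. Readout: coupled glucose oxidase/Amplex Red fluorescence.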
Active calls of the source: *; ? = inconclusive; [ ] = another dose, or the depositor's remark. Potency means the concentration at half of the fitted maximal effect.

GAA glycogen	compound
0.3%	CC(C)C[C@@H](NC(=O)C1CCC(CNC(=O)[C@@H]2CCCN2C(=O)OC(C)(C)C)CC1)C(=O)O (some centres undefined)
-0.1%[76.3 µM]	Cc1nc(N2CCN(C(=O)c3ccco3)CC2)nc2c1C(=O)CC(C)C2 (centres undefined)
-11.7%	COc1cc2c(c(OC)c1OC)-c1ccc(N(C)CC(OC)OC)c(=O)cc1[C@@H](NC(C)=O)CC2
-6.9%[76.3 µM]	CN(CC(=O)Nc1ccccc1Br)C(=O)c1ccncc1
7.4%	CN1CCN(C(=O)CCCN2C(=O)/C(=C/c3ccccc3)SC2=S)CC1
-4.1%	COc1cc2c(cc1OC)-c1cc(Nc3ccccc3C)nc(=O)n1CC2
-3.9%[76.3 µM]	COc1ccc(NC(=O)CN2CCN(c3c(C)cccc3C)CC2)cc1
3.6%	CCOC(=O)N/N=C(\C)c1ccc(Oc2ncccn2)cc1
-0.3%[76.3 µM]	CCN(CC)CCCNC(=O)c1nn2c(C(F)(F)F)cc(-c3ccccc3)nc2c1Cl
6.3%[76.3 µM]	CC1CCN(C2=NC(=O)/C(=C/c3ccc(O)cc3)S2)CC1
-5.5%	O=Cc1cn(-c2ccccc2)nc1-c1ccccn1
-6.7%[76.3 µM]	CC(Oc1cccc(Br)c1)C(=O)N1CCCN(C)CC1 (centres undefined)
-4.6%[76.3 µM]	Cc1ccc(C(=O)N2CCCCC2)cc1S(=O)(=O)N1CCCCCC1
-8.3%[76.3 µM]	CC(OC(=O)Cc1cccc(C(F)(F)F)c1)C(=O)Nc1ccc(Cl)cn1 (centres undefined)
-2.5%	CCc1nc(=O)c(-c2ccccc2)c(C)n1-c1ccccc1
4.2%[76.3 µM]	Cc1cc(NC(=O)NCc2ccccc2)c(=O)n(Cc2ccc(F)cc2)c1
-4.8%	C=C(C)COc1ccc(-c2ncnc(C(F)(F)F)c2-c2ccc(OC)cc2)c(O)c1
-1.2%[76.3 µM]	CC(=O)Oc1ccc(/C(C)=N/N2CCN(Cc3ccc(C)cc3)CC2)cc1
-7.7%[76.3 µM]	Fc1ccc(-c2ccc(/C=N/n3cnnc3)o2)cc1
4.3%[76.3 µM]	CCC(C)Nc1nc2c(c(=O)[nH]c(=O)n2C)n1CCCc1ccccc1 (centres undefined)
14.5%[76.3 µM]	O=C(Nc1ccccc1O)c1ccc(C(=O)c2ccccc2)o1
-1.6%[76.3 µM]	CC(=O)Nc1nnc(SCC(=O)NCc2ccc3c(c2)OCO3)s1
-4.8%[76.3 µM]	CCc1cc2c(COC(=O)c3cccc(NS(C)(=O)=O)c3)cc(=O)oc2cc1O
?	COc1cc(/C=N/NC(=O)c2cc3ccccc3[nH]2)ccc1O
10.6%[76.3 µM]	Cc1ccccc1S(=O)(=O)Cc1ccc(C(=O)NCc2ccccc2)o1
-1.2%	CSc1cccc(NC(=O)c2[nH]c(C)c(C(C)=O)c2C)c1
-8.5%[76.3 µM]	CC(Oc1ccc2ccc(=O)oc2c1)C(=O)NCC1CCC(C(=O)O)CC1 (centres undefined)
-3.4%[76.3 µM]	Cn1c(SCC(=O)NC2CCCCC2)nnc1-c1ccccc1F
13.3%[76.3 µM]	Cc1cccc(C(=O)Nc2ccccc2C(=O)Nc2ccc(C(=O)O)cc2)c1
0.3%	Cn1c(=O)c2c(nc(NCCNC(=O)c3ccco3)n2Cc2ccccc2F)n(C)c1=O
2.4%[76.3 µM]	COCCN(C(=O)Nc1ccccc1OC)c1nc2ccccc2s1
5.3%[76.3 µM]	O=C(N/N=C/c1cccnc1)c1cccc(Br)c1
-4.8%[76.3 µM]	CC(C)c1c(O)nc(SCc2ccc(F)cc2)[nH]c1=O
5.6%[76.3 µM]	COc1ccc(C2NC(=O)N(C)C(C)=C2[N+](=O)[O-])cc1 (centres undefined)
-2.2%[76.3 µM]	COc1cccc(OC)c1C(=O)NCCOc1cc(C)cc(C)c1
-6.6%[76.3 µM]	Cc1ccc(NC(=O)Cn2cc([N+](=O)[O-])nc2C)cc1C
-5.0%[76.3 µM]	CCOc1ccc(CCNC(=O)/C=C/c2ccco2)cc1OCC
-1.2%[76.3 µM]	COc1ccc(C(=O)N2CCN(Cc3ccccc3C(F)(F)F)CC2)cc1
-1.6%	CC(=O)Nc1ccc(/C=C2\CCc3ccccc3C2=O)cc1
-5.1%	COC(=O)C1=CN(Cc2ccc(OC)cc2)C=C(C(=O)OC)C1c1cc(OC)c(OC)c(OC)c1
-10.0%	CN(c1ccc(OCc2ccc([N+](=O)[O-])cc2)cc1)S(=O)(=O)c1ccccc1
-13.0%	COc1cc2ncnc(N[C@H](C)c3ccccc3)c2cc1OC
-4.0%[76.3 µM]	CN(Cc1cccc2cnccc12)C(=O)c1cc(COc2ccc(F)cc2Cl)on1
-1.3%[76.3 µM]	Cc1ccc(S(=O)(=O)NC2CC2)cc1
2.4%[76.3 µM]	COC(=O)C1=C(C)NC(=O)NC1c1ccc2c(c1)OCO2 (centres undefined)
3.1%	C/C(CC(=O)Nc1ccc2c(c1)OCCO2)=N\NC(=O)c1cccc(O)c1
?	CC(C)n1cc(/C=N/Nc2ccc(C(=O)O)cc2)c2ccccc21
0.5%[76.3 µM]	CCCCN(C)CCCNC(=O)c1cn(CC)c2ccc(S(=O)(=O)N3CCOCC3)cc2c1=O
-1.0%	COn1c(-c2ccc(C)cc2)nc2ncccc21
-2.2%	CCOc1ccc(S(=O)(=O)NCc2ccc3c(c2)OCO3)cc1C(=O)O
-14.4%	COC(=O)c1ccc(/C=C2\Oc3ccccc3NC2=O)cc1
-14.9%[76.3 µM]	COC(=O)c1ccc(C2/C(=C(/O)c3ccc4c(c3)CC(C)O4)C(=O)C(=O)N2CCN2CCOCC2)cc1 (centres undefined)
1.2%	COc1ccc(C2(O)C(=O)Nc3ccccc32)cc1 (centres undefined)
-7.7%[76.3 µM]	Clc1ccccc1OCCn1nnc2ccccc21
-0.3%	CCc1ccccc1NC(=O)CSc1nnc(C2CC2)n1CC1CCCO1 (centres undefined)
-8.8%[76.3 µM]	O=C(Nc1ccccc1F)c1ccc(CN2CCN(c3ccccc3)CC2)cc1
-11.8%[76.3 µM]	CCCCOc1ccc(C2/C(=C(/O)c3ccc4c(c3)CC(C)O4)C(=O)C(=O)N2CCCN2CCOCC2)cc1OC (centres undefined)
-15.7%	O=C(N/N=C/c1ccc(O)cc1)c1cncc(Br)c1
0.3%[76.3 µM]	Fc1ccc(-[n+]2nc(Nc3ccccc3)sc2-c2ccc(OCc3ccccc3)cc2)cc1
7.6%[76.3 µM]	C=CCN(c1nc(C)cc(OC)n1)S(=O)(=O)c1ccccc1

The last three entries of the section before are carried over, then new ones follow.
GAA glycogen	compound
-15.7%	O=C(N/N=C/c1ccc(O)cc1)c1cncc(Br)c1
0.3%[76.3 µM]	Fc1ccc(-[n+]2nc(Nc3ccccc3)sc2-c2ccc(OCc3ccccc3)cc2)cc1
7.6%[76.3 µM]	C=CCN(c1nc(C)cc(OC)n1)S(=O)(=O)c1ccccc1
-2.5%[76.3 µM]	COc1ccccc1CNC(=O)Cn1nnnc1CN(C)C(C)C
3.1%	CCc1ccc(C(=O)Nn2cnc3ccccc3c2=O)cc1
-3.1%[76.3 µM]	COc1ccc(-c2csc(NC(=O)c3ccccc3OC)c2C(=O)O)cc1OC
2.6%	COc1cc(N)c(Cl)cc1C(=O)OCC(=O)NC1CCCC1
-22.3%	COc1ccc(NC(=S)N2CCC(NC(=O)C3CCCCC3)CC2)cc1
-8.3%[76.3 µM]	CC(=O)N1c2ccc(S(=O)(=O)N3CCCC(C(=O)N4CCCCC4)C3)cc2CC1C (centres undefined)
10.7%[76.3 µM]	CCOC(=O)c1c(C)[nH]c(C(=O)NCCN2CCOCC2)c1C
-5.7%	COc1cc(C(C(=O)NCC2CCCO2)N(C(=O)Cn2nnc3ccccc32)c2ccc(OC)c(OC)c2)ccc1O (centres undefined)
-18.3%[76.3 µM]	COc1cc(CN(CC2CCCO2)C(=O)c2cccs2)cc(OC)c1OC (centres undefined)
0.0%	CNC(=O)c1ccc(C)c(NC(=O)C2=C(C)OCCS2)c1
-16.5%[76.3 µM]	CC(NC(=O)c1cccc(N(C)C)c1)c1ccc(-n2ccnc2)cc1 (centres undefined)
-1.1%	O=c1ccc(-c2nc3ccccc3n2Cc2ccc(Cl)cc2)c[nH]1
2.4%	COc1ccc(OC)c2[nH]c(=O)c(CCNS(=O)(=O)c3ccc(F)cc3)cc12
7.7%[76.3 µM]	COc1cccc(C(=O)Nc2ccc(S(=O)(=O)N3CCCCC3)cc2)c1OC
-16.6%	Nc1nonc1-n1nnc(C(=O)N/N=C/c2ccc3c(c2)OCO3)c1-c1ccccc1
17.5%[15.3 µM]	CCCCn1c(C)cc2c(c1=O)[C@H]1O[C@](CCCC)(Cc3c1ccc1ccccc31)O2
5.1%[76.3 µM]	O=C(Nc1cccc(-c2cccc(F)c2)c1)C1CCN(Cc2ccco2)CC1
19.0%[76.3 µM]	COc1ccc(CN2CCC(C(=O)c3cccc(Cl)c3)CC2)cc1
-3.3%	O=C(NCc1ccccc1Cl)/C(=C\c1cccnc1)NC(=O)c1ccccc1
4.5%[76.3 µM]	CCCCc1c(O)nc(SC2CC(=O)N(c3ccc(C(=O)OCC)cc3)C2=O)[nH]c1=O (centres undefined)
-1.3%[76.3 µM]	CN1CCN(c2ccccc2NC(=O)c2ccc(-c3ccc(Cl)c(Cl)c3)o2)CC1
-6.9%	O=C(O)c1ccc(Nc2ccc(F)c(F)c2)c([N+](=O)[O-])c1
-12.3%[76.3 µM]	O=C(CN1CCCCC1)N/N=C/c1cccc(Cl)c1
3.0%[76.3 µM]	Cn1c2ccccc2c2cc(/C=N/NC(=O)c3cc(O)cc(O)c3)ccc21
-4.7%[76.3 µM]	O=C(C1CC(=O)N(c2ccccc2)C1)N1CCN(c2ccccc2)CC1 (centres undefined)
-6.5%	O=C(N/N=C/c1ccccn1)c1cccc(NC(=O)c2ccc(Cl)cc2)c1
-5.3%	O=[N+]([O-])c1ccc(N2N=C(c3ccccc3)CC2c2ccccc2O)cc1 (centres undefined)
5.7%[76.3 µM]	COc1ccc(N2CCN(S(=O)(=O)c3c(C)nc4sccn4c3=O)CC2)cc1
-17.6%[76.3 µM]	OCCC#Cc1c(-c2ccsc2)sc2ccccc12
-6.5%[76.3 µM]	CCCc1cc(=O)oc2cc(C)cc(OC(C)C(=O)NCCCN3CCOCC3)c12 (centres undefined)
3.6%[76.3 µM]	CCOc1cccc2cc(C(=O)NC(C)c3ccccc3)c(=N)oc12 (centres undefined)
-0.8%[76.3 µM]	Cc1ccc(-n2nc3c(=O)n(C(C)C(=O)NCc4ccc(Cl)cc4)nc(C)c3c2C)cc1 (centres undefined)
0.1%	O=C(CN1CCC(C(=O)c2ccc3c(c2)OCCO3)CC1)Nc1ccccc1F
3.6%	COc1cccc(C(C(=O)NC2CCCC2)N(C(=O)c2ccco2)c2ccc(NC(C)=O)cc2)c1OC (centres undefined)
-12.6%[76.3 µM]	COc1ccc(C2C3=C(CC(C)(C)CC3=O)N(CC(=O)O)C3=C2C(=O)CC(C)(C)C3)cc1OC
-0.8%	CCC(C)C(=O)Nc1nnc(SCC(=O)NC2CCCCC2)s1 (centres undefined)

Compounds shown so far with a thiophene ring, fused or not:
GAA glycogen	compound
-3.1%[76.3 µM]	COc1ccc(-c2csc(NC(=O)c3ccccc3OC)c2C(=O)O)cc1OC
-18.3%[76.3 µM]	COc1cc(CN(CC2CCCO2)C(=O)c2cccs2)cc(OC)c1OC (centres undefined)
-17.6%[76.3 µM]	OCCC#Cc1c(-c2ccsc2)sc2ccccc12

2 entries picked at random from the list so far:
GAA glycogen	compound
-6.5%	O=C(N/N=C/c1ccccn1)c1cccc(NC(=O)c2ccc(Cl)cc2)c1
0.1%	O=C(CN1CCC(C(=O)c2ccc3c(c2)OCCO3)CC1)Nc1ccccc1F

The results go on.
GAA glycogen	compound
-4.1%[76.3 µM]	Cc1cccc(C(=O)N(CCc2ccccc2)Cc2ccccc2)c1[N+](=O)[O-]
1.4%	Cc1nn(CCO)c2ncc(C(=O)c3cc(Cl)ccc3O)cc12
0.0%	O=C(NCCc1ccccc1F)N[C@@H](Cc1ccccc1)C(=O)O
-0.8%[76.3 µM]	CCn1cc(S(=O)(=O)Nc2cccnc2)cn1
-9.1%	CCn1c(CO)nc2c1c(=O)[nH]c(=O)n2Cc1ccccc1
-1.1%	N#Cc1sc(NCc2ccccn2)nc1Cl
-0.9%[76.3 µM]	COc1ccc(Cl)cc1S(=O)(=O)N1CCC(C(=O)N2CCOCC2)CC1
0.1%[76.3 µM]	COc1ccc(NC(=O)[C@H](C)NC(=O)[C@@H]2Cc3ccccc3CN2C(=O)OC(C)(C)C)cc1
-11.1%	Cc1nn(-c2ccccc2)c(C)c1-c1nnc(C(F)(F)F)o1
-3.9%[76.3 µM]	COc1ccc(CCNC(=O)c2ccccc2OCc2ccccc2)cc1
-20.9%[76.3 µM]	O=C(Nc1cccc(F)c1)C1CCN(S(=O)(=O)c2cnc[nH]2)CC1
-20.8%[76.3 µM]	CCN(CC)c1cccc(OC(=O)c2cccnc2Cl)c1
5.1%	Cc1nc(Nc2ccccc2F)c2oc3ccccc3c2n1
6.1%[76.3 µM]	CCN(Cc1cnn(C)c1)C(=O)c1cc(COc2cc(C)c(Cl)c(C)c2)on1
-3.1%[76.3 µM]	C/C(=N\NC(=O)c1ccn(C)n1)c1ccc(NC(=O)c2cccc(F)c2)cc1
-6.5%	CC1CCCC(C)N1/N=C/c1cccc(Br)c1 (centres undefined)

Assay outcomes: PubChem BioAssay, National Center for Advancing Translational Sciences (NCATS)

Only part of the results is shown, so the mix of outcomes need not match the whole.
